Screening data: PubChem BioAssay, National Center for Advancing Translational Sciences (NCATS)
4-MU autofl – qHTS Assay for Spectroscopic Profiling in 4-MU Spectral Region; compound autofluorescence, 340/450 nm, 4-MU equivalents; active compounds read high; max dye-equivalent concentration, M; AID 589, 2007; 59,000 tested, 11% active; in the data active means max dye-equivalent concentration above about 10 nM; inconclusive means mostly about 1.1 nM to 9.6 nM
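Compounds in 100 mM Tris, pH 8.0, incubated 15 min at room temperature, then fluorescence read at 340 nm excitation/450 nm emission. Signal converted to 4-MU dye-equivalent concentration using an on-plate six-point 4-MU standard curve.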
Casp7 inh – qHTS Assay for Allosteric/Competitive Inhibitors of Caspase-7; recombinant caspase-7, Ac-DEVD-AFC fluorescence rate; Potency, µM (doses to about 57.5 µM), for the others: top-dose activity change, negative = inhibition, usual class: inhibitors; 75,000 tested, 0.02% active; active means well fitted inhibition curve with a large enough effect in the main read-out, with a control signal flat, not every such curve was filed as active; inconclusive means small, poorly fitted or top-dose-only effect, or a change in a side signal; further: potency means the concentration at half of the fitted maximal effect; % of control where 0% means no effect
USP2a inh – qHTS Assay for Inhibitors of Ubiquitin-specific Protease USP2a; Ubiquitin carboxyl-terminal hydrolase 2 (Homo sapiens), O75604; USP2a enzymatic assay, qHTS inhibition; Potency, µM (highest dose often 38.3 µM), for inactives: at the highest dose activity change, negative = inhibition, most hits filed as inhibitors; 60,000 tested, 0.1% active; AID 927, 2007;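 further: potency means the concentration at half of the fitted maximal effect; nearly all actives have a fitted effect of over 60% in size; plate controls were DMSO for no effect and NEM full inhibition control for full effect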
Target sequence (O75604 whole entry, looked up): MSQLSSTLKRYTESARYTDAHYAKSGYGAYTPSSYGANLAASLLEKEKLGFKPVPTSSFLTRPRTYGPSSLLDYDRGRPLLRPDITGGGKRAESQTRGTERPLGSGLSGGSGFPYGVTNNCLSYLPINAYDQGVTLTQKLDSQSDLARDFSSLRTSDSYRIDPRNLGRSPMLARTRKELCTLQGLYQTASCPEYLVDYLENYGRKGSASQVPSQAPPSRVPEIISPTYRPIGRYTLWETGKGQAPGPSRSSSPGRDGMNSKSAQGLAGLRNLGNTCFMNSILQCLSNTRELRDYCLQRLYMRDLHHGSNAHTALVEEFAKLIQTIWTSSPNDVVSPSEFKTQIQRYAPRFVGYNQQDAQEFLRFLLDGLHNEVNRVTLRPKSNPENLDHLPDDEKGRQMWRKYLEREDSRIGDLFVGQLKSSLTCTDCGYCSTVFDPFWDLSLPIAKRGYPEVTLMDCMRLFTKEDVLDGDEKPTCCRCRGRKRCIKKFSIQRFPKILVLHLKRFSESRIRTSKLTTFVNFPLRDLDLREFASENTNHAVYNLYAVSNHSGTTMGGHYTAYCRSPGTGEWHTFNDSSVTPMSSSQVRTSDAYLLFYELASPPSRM
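USP2 core (20nM final) preincubated 30 min RT with compound, then Ub-PLA2 20nM and NBD C6-HPC 20uM final added; buffer 20mM Tris-HCl pH 8.0, 2mM CaCl2. Fluorescence Ex 460/Em 535 read at 0 and 2.5 h; normalized to NEM.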
GFP derepression – qHTS Assay for Epigenetic Modulators; mouse C127i GFP locus derepression, cytometry, 30 h; Potency, µM (highest dose often 46.1 µM), without a hit: at the highest dose GFP derepression (activation); 68,000 tested, 0.09% active; further: % of control where 0% means no effect
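Read-out is the number of GFP-positive cells, scored as fluorescent objects 20 to 120 um wide, reflecting derepression of a silenced CMV-GFP reporter in murine C127i cells after 30 h compound exposure at 37 C.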
BRCT inh red – qHTS Assay for Inhibitors of BRCT-Phosphoprotein Interaction (Red Fluorophore); Breast cancer type 1 susceptibility protein (Homo sapiens), P38398; BRCT-phosphopeptide binding, red fluorescence polarization; Potency, µM (titrated, usually from 76.9 µM), for inactives: top-dose activity change, negative = inhibition, usual class: inhibitors; 75,000 tested, 0.03% active; AID 892, 2007; further: on the % scale 0 is the no-effect control and ±100 the full control effect
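Rhodamine-labelled pBACH1 10-mer (100 nM) bound to BRCT domain (100 nM) at pH 7.3; compounds incubated 12 min room temperature, polarization read. Free peptide defines full inhibition; unlabelled decapeptide titrated as control.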
A350 fluor – qHTS Assay for Spectroscopic Profiling in A350 Spectral Region; Compound autofluorescence, 340/450 nm, Alexa 350 dye-equivalents; active compounds read high; max dye-equivalent concentration, M; 59,000 tested, 11% active; AID 590, 2007; in the data active means max dye-equivalent concentration above about 10 nM; inconclusive means mostly about 1.1 nM to 9.6 nM
HEK293 cAMP cs – qHTS Assay for Agonists of the Thyroid Stimulating Hormone Receptor: Activators of Intracellular cAMP Concentrations in Parental HEK 293; parental HEK293 CNG cAMP sensor, membrane potential fluorescence; Potency, µM (highest dose often 57.1 µM), for inactives: at the highest dose activation, usual class: activators; 73,000 tested, 2.5% active; AID 938, 2007; further: potency means the concentration at half of the fitted maximal effect; % of control where 0% means no effect; nearly all actives have a fitted effect of over 55% in size
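Parental HEK 293 cells stably expressing a cAMP-gated CNG channel were loaded with membrane potential dye containing 100 uM RO 20-1724 for 60 min. Compound added for 30 min; depolarization read as fluorescence intensity at 590 nm.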
Casp1 inh – qHTS Assay for Allosteric/Competitive Inhibitors of Caspase-1; P29466; Caspase-1 enzyme, Ac-WEHD-AFC fluorogenic rate; Potency, µM (doses to about 57.5 µM), for inactives: at the highest dose activity change, negative = inhibition, most hits filed as inhibitors; 75,000 tested, 0.03% active;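 further: potency means the concentration at half of the fitted maximal effect; plate controls were vehicle for no effect and no substrate for full effect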
Target sequence (P29466 120-297 limits assumed): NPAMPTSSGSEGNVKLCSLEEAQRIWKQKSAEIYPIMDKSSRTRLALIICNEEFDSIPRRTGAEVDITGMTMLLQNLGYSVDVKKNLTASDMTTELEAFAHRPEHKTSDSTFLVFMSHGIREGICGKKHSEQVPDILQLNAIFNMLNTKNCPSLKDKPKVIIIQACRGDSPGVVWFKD
Target sequence (P29466 317-404 limits assumed): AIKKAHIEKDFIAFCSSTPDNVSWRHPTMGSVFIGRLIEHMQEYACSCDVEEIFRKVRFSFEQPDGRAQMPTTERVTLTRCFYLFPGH
Fluorescein autfl – qHTS Assay for Spectroscopic Profiling in Fluorescein Spectral Region | Compound autofluorescence, 480/540 nm, fluorescein-equivalent; active compounds read high | max fluorescein-equivalent concentration, M | 59,000 tested, 0.91% active | AID 593, 2007; in the data active means max fluorescein-equivalent concentration above about 10 nM; inconclusive means between about 1.1 nM and that limit
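In this qHTS profile, compound fluorescence was measured with a 480 nm/540 nm filter pair following a 15-min room-temperature incubation in 100 mM Tris (pH 8.0). A six-point fluorescein series on each plate served for normalization.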
BRCT inh green – qHTS Assay for Inhibitors of BRCT-Phosphoprotein Interaction (Green Fluorophore); Breast cancer type 1 susceptibility protein (Homo sapiens), P38398; BRCA1 BRCT-phosphopeptide binding, green fluorescence polarization; Potency, µM (series often up to 76.9 µM), without a hit: at the highest dose activity change, negative = inhibition, most hits filed as inhibitors; 75,000 tested, 0.05% active;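 further: potency means the concentration at half of the fitted maximal effect; plate controls were peptide without protein for full effect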
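Compounds were incubated for 12 min at room temperature with a complex of 100 nM fluorescein-tagged pBACH1 decapeptide and 250 nM His-tagged BRCT protein. Buffer was phosphate pH 7.3 with EDTA, DTT and Tween 20. Disruption of binding lowers the polarization signal.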
Ub-GFP proteasome – Ubiquitin-GFP Assay | Ubiquitin-GFP reporter cells, proteasome inhibition, GFP fluorescence; response scale: untreated = 0%, 10 µM MG-132 = 100% | Potency, µM (series often up to 45.9 µM), for inactives: at the top dose activation (GFP accumulation), hits mostly activators | 67,000 tested, under 10 active | AID 526, 2006; active means well fitted activation curve with a large enough effect, not every such curve was filed as active; inconclusive means small, poorly fitted or top-dose-only effect, or another doubt; inactive means no such curve, though single readings can be large or run the other way; further: potency means the concentration at half of the fitted maximal effect
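U2OS cells stably expressing ubiquitin(G76V)-GFP, seeded overnight in 0.5% FBS medium, were exposed to compounds (qHTS, 46 uM to 2.9 nM) for 4 hr at 37 °C. GFP-positive cells were counted by laser cytometry (488 ex/515 em), normalized between basal and 10 uM MG-132.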
* hit, by the source's call; i = inactive; ? = inconclusive; / = not tested or not shown; [ ] = another dose, or the depositor's remark. Unless noted, the call rests on the fitted dose curve; in most records, active means well fitted curve in the direction sought with a large enough effect; inconclusive means small, poorly fitted or top-dose-only effect, or another doubt; inactive means no such curve, though single readings can be large; an effect the other way counts as inactive or inconclusive.

SMILES | 4-MU autofl | Casp7 inh | USP2a inh | GFP derepression | BRCT inh red | A350 fluor | HEK293 cAMP cs | Casp1 inh | Fluorescein autfl | BRCT inh green | Ub-GFP proteasome
COc1cc2c(cc1OC)-c1cc(NCc3ccccn3)nc(=O)n1CC2 | 1.7e-07M* | -14% | ? | 0% | -0.2% | 2.3e-07M* | -16% | -2% | i | 2.2% | /
COc1ccc(CCCc2nnc(SCC(=O)Nc3nccs3)n2C)cc1C | i | -2% | 5% | 2% | 0.0% | i | 9% | -2% | i | -0.7% | 5%
Cc1sc2nc(SCc3nnc(-c4cccs4)o3)n(C3CCCC3)c(=O)c2c1C | i | -3% | 18% | 0% | -1.6% | i | ? | -1% | ? | 0.7% | -3%
CCOC(=O)Nc1ccc2c(c1)N(C(=O)CCN(C)C)c1ccccc1S2 | i | -2% | -3% | -2% | -0.5% | i | 13% | -3% | i | -1.2% | 21%
CCOC(=O)c1oc2nc3c(cc2c1N)COC(C)(C)C3 | 4.8e-07M* | -6% | 8% | 0% | 0.4% | 6.5e-07M* | 7% | -7% | i | -1.1% | -1%
O=C(/C=N/O)Nc1cccnc1 | i | 0% | 1% | -1% | 0.8% | i | -17% | 0% | i | -2.9% | -2%
CCc1nnc(NCC(=O)N2CCc3ccccc32)s1 | i | -3% | -2% | -1% | -3.2% | ? | 9% | -2% | ? | -0.6% | -2%
CCn1cc(C(=O)O)c(=O)c2cc(OC)ccc21 | 1.6e-08M* | 2% | -1% | 0% | -3.7% | ? | ? | 0% | ? | -2.9% | 0%
CCCc1nnc(SCC(=O)N2CCCC(C)C2)n1CCCOC (stereo not drawn) | i | 0% | 1% | 0% | 0.7% | i | 8% | 0% | i | -0.3% | -3%
CC(C)C[C@H]1C(=O)N2CCC[C@@H]2[C@]2(O)O[C@](NC(=O)[C@@H]3C=C4c5cccc6[nH]c(Br)c(c56)C[C@H]4N(C)C3)(C(C)C)C(=O)N12 | / | -21% | / | 1% | -1.7% | / | -16% | -14% | / | 0.0% | -3%
c1ccc2c(c1)oc1c(N3CCN(Cc4ccc5c(c4)OCO5)CC3)ncnc12 | i | -5% | 21% | -1% | 2.2% | i | ? | -9% | i | 5.3% | 4%
NCCOc1ccccn1 | i | 0%[11.5 µM] | / | -3%[9.22 µM] | 0.7%[15.4 µM] | i | 27%[11.4 µM] | 0%[11.5 µM] | ? | 1.3%[15.4 µM] | -5%[9.17 µM]
O=C(O)c1csc(Br)c1Br | i | 1% | -5% | 0% | 1.2% | i | ? | -1% | i | -2.5% | 0%
Cc1cccc(-n2ncc3c(N4CCc5ccccc54)ncnc32)c1 | 1.8e-08M* | 1% | 3% | 2% | 0.1% | 1.5e-08M* | 10% | 2% | i | -0.9% | -4%
O=C(c1ccc2c(c1)C(=O)N(CCCO)C2=O)c1ccc2c(c1)C(=O)N(CCCO)C2=O | / | -2% | / | / | -0.3% | / | ? | -1% | / | -2.4% | /

Taken from above:
Cc1sc2nc(SCc3nnc(-c4cccs4)o3)n(C3CCCC3)c(=O)c2c1C – GFP derepression = 0%
CCOC(=O)Nc1ccc2c(c1)N(C(=O)CCN(C)C)c1ccccc1S2 – Casp7 inh = -2%

Additional compounds follow:
SMILES | 4-MU autofl | Casp7 inh | USP2a inh | GFP derepression | BRCT inh red | A350 fluor | HEK293 cAMP cs | Casp1 inh | Fluorescein autfl | BRCT inh green | Ub-GFP proteasome
Cn1c(SCC(=O)Nc2ccc(N3CCOCC3)c(Cl)c2)nnc1C(O)c1ccccc1 (stereo not drawn) | i | -3% | 12% | 5% | -0.3% | i | -8% | 1% | i | 0.2% | 2%
CSc1nnc2c(n1)OC(C)=Nc1ccccc1-2 | i | -1% | 3% | 3% | -0.3% | i | -3% | 1% | i | -3.8% | -9%
Nc1ccc2oc(-c3cccc(Br)c3)nc2c1 | / | -21% | / | 0% | -1.4% | / | 0% | -11% | / | 0.5% | 5%
CC(C)(C)n1nnnc1CN(Cc1ccco1)Cc1cc2cc3c(cc2[nH]c1=O)OCO3 | i | 0% | -3% | -2% | -0.3% | i | -10% | -1% | ? | 1.6% | 5%
CCCCCn1c(N2CCN(c3cccc(Cl)c3)CC2)nc2c1c(=O)[nH]c(=O)n2C | i | 0% | 25% | 3% | -0.7% | i | 25% | -1% | i | -1.2% | -3%
CCN(c1cccc(C)c1)S(=O)(=O)c1cccc(C(=O)O)c1 | / | -1% | / | / | 0.4% | / | 4% | -1% | / | -1.4% | /
S=c1[nH]nc(-c2ccccc2)n1C1C=CCCC1 (stereo not drawn) | / | 1% | -2% | -2% | 0.6% | / | 7% | -3% | / | -1.0% | 9%
Cc1ccc(-c2nsc3c(N4CCN(C(=O)c5ccco5)CC4)ncnc23)cc1 | 1.9e-08M* | -2% | 26% | -3% | 0.8% | 2.1e-08M* | 12% | -5% | ? | 3.2% | 2%
CC(=O)Nc1cccc(-c2nc3ccc(NC(C)=O)cc3[nH]2)c1 | ? | 2% | 3% | -6% | 0.0% | ? | 3% | -1% | i | 0.4% | -5%
Nn1c(SCC(=O)Nc2ccc(F)cc2)nnc1C1CCCCC1 | ? | -3% | 10% | 0% | 0.0% | ? | 12% | 0% | i | -1.3% | -3%
CCOC(=O)Nc1ccc2c(c1)N(C(=O)CCN1CCOCC1)c1ccccc1S2=O (stereo not drawn) | i | 2% | -2% | 0% | -1.7% | i | -6% | 1% | ? | -4.5% | -2%
O=S(=O)(N1CCCCC1)N1CCN(S(=O)(=O)N2CCCCC2)CC1 | i | 1% | -4% | -2% | -1.9% | i | 5% | 2% | ? | -2.0% | -6%
COc1ccccc1-n1nnnc1SCC(=O)Nc1cc(C)on1 | i | 1% | -3% | -3% | -2.2% | i | 0% | 3% | ? | -2.5% | -2%
COc1ccc(-n2c(Cc3cccn3C)nnc2SCC(=O)Nc2ccc(C)c(Cl)c2)cc1 | / | -6% | / | / | 1.2% | / | 7% | -2% | / | 5.1% | -6%
CN1CCN(C(=O)c2cn(C)c3ccc(S(=O)(=O)N(C)C4CCCCC4)cc3c2=O)CC1 | / | 0% | / | / | -1.7% | / | 21% | 0% | / | -2.1% | -6%
Cc1c(Br)c(C(F)(F)F)nn1CC(=O)N1CCCC1 | / | 1% | 2% | 0% | -0.9% | / | 16% | -1% | / | -1.6% | 5%
O=C(NC12CC3CC(CC(C3)C1)C2)C1=COCCO1 | i | 0% | -3% | -1% | -1.3% | i | -2% | 0% | ? | -3.3% | 0%
Cc1ccc(C)n1-c1ccc(N2CCOCC2)nc1 | 5.2e-08M* | -4% | 3% | -1% | -1.4% | 5.1e-08M* | -1% | -4% | i | -0.1% | -2%
Cc1c(Cl)cccc1NC(=O)CN1C(=O)CSc2ncccc21 | / | 0% | / | / | -0.6% | / | 12% | -5% | / | -2.4% | 7%
Cc1c(NC(=O)c2cc(-c3cccs3)on2)c(=O)n(-c2ccccc2)n1C | 1.5e-08M* | -1% | 1% | 3% | 0.6% | 1.5e-08M* | 16% | 0% | i | 0.7% | -2%
CCNc1nc(SC(C)C(=O)Nc2ccccc2)nc(N2CCOCC2)n1 (stereo not drawn) | i | 0% | 1% | -3% | -0.7% | i | 12% | -3% | i | 0.3% | 2%
COC(=O)c1ccc(Cl)c(NC(=O)CSc2ncn[nH]2)c1 | i | -3% | 9% | 3% | -1.1% | i | 0% | -2% | i | -2.7% | 5%
COCCCNC(=O)Cn1nnc(-c2ccc(NC(=O)c3ccc(F)cc3)cc2)n1 | i | -6% | 8% | 0% | 3.1% | i | 0% | 2% | ? | -2.2% | -3%

Part of the list above with just HEK293 cAMP cs and 4-MU autofl.
compound | HEK293 cAMP cs | 4-MU autofl
Cc1c(Br)c(C(F)(F)F)nn1CC(=O)N1CCCC1 | 16% | /
Cc1c(Cl)cccc1NC(=O)CN1C(=O)CSc2ncccc21 | 12% | /
Cc1ccc(C)n1-c1ccc(N2CCOCC2)nc1 | -1% | 5.2e-08M*
O=C(NC12CC3CC(CC(C3)C1)C2)C1=COCCO1 | -2% | i

Only part of the results is shown, so the mix of outcomes need not match the whole.
